From PubChem
NS5 inhibitors = Dengue-2 NS5 methyltransferase inhibitors, primary screen, biochemical, confirmation dose response (AID 588689). Genome polyprotein (Dengue virus type 2 (strain 16681-PDK53)). Dengue-2 NS5 methyltransferase capping enzyme assay, biochemical; higher % means a stronger effect. inhibition, % at 25 µM; hits with a dose series show IC50 in µM. 0.3% of 340,000 active; in the data active = a potency from the dose series; inconclusive = inhibition above about 29% without an active follow-up result
HEK293 NOD2/NF-kB = NOD2 signaling inhibitors, cell-based, luminescence, uHTS, HEK293 (AID 1566) | inhibition, % at 4 µM; hits with a dose series show EC50 in µM | HEK293 NOD2/NF-kB luciferase reporter, luminescence; higher % means a stronger effect | 0.63% of 290,000 active; also: many of its hits are not listed in these tables
XIAP antagonists = XIAP antagonists, biochemical, IAP family, fluorescence polarization (AID 1018); XIAP BIR domain, fluorescence polarization peptide displacement; higher % means a stronger effect; 0.007% of 200,000 active; displacement, % at 20 µM; hits with a dose series show IC50 in µM; in the data active = displacement above about 50%; also: a part of the inactive calls stands beside numbers as strong as those of hits
LYP inhibition = inhibitors of LYP phosphatase, biochemical, fluorescence intensity, uHTS (AID 1779); inhibition, % at 11.5 µM, or IC50 in µM where a hit was titrated; recombinant LYP phosphatase, fluorescence intensity; higher % means a stronger effect; 0.054% of 290,000 active; Tyrosine-protein phosphatase non-receptor type 22 (Homo sapiens);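 also: plate controls were vehicle with enzyme for no effect and no enzyme for full effect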
HIV fusion peptide = inhibitors of HIV fusion peptide binding, primary screen, biochemical, uHTS, fluorescence dequenching (AID 1986). cell-free peptide binding, fluorescence dequenching, 30 min; higher % means a stronger effect. inhibition, % at 20 µM; hits with a dose series show IC50 in µM. 0.3% of 290,000 active; in the data active = inhibition mostly above about 52%, no sharp cut-off; inactive = mostly below about 76%; also: some results filed as inactive read as strong as hits
Lipid droplet = inhibitors of hepatocyte lipid droplet formation, primary screen, imaging, high-throughput imaging, BODIPY stain | AML12 mouse hepatocytes, oleate lipid droplets | inhibition, % at 6.5 µM | 0.4% of 240,000 active | AID 1656, 2009;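 active = lipid droplet intensity inhibited by at least 50%, with more than 500 cells counted; inconclusive = wells with under 300 cells, treated as cytotoxic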
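Assay system: AML12 mouse liver cells | Compound: 6.5 µM single-point dosing | Schedule: Overnight exposure | Technique: Fluorescence imaging, 20x objective, two fields per well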
AID2073 = inhibitors of Mint1-CaV2.2 protein interaction, biochemical, HTRF (AID 2073) | Voltage-dependent N-type calcium channel subunit alpha-1B (Homo sapiens) | HTRF protein-protein interaction, Mint1-CaV2.2; higher % means a stronger effect | inhibition, % at 20 µM; hits with a dose series show IC50 in µM | 0.19% of 290,000 active; in the data active = inhibition mostly above about 51%, no sharp cut-off; inconclusive = no clear call, values can overlap the other calls; inactive = mostly below about 53%; also: some results filed as inactive read as strong as hits
Siah-1 displacement = Siah-1 peptide-binding antagonists, primary screen, biochemical, fluorescence polarization, rhodamine-plectin, uHTS (AID 1817). E3 ubiquitin-protein ligase SIAH1 (Homo sapiens). Siah-1 / rhodamine-plectin peptide fluorescence polarization; higher % means a stronger effect. one-dose displacement, % at 20 µM; IC50 in µM for titrated hits. 0.02% of 290,000 active;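 active = displacement of at least 50% at 20 µM, with a fluorescence ratio check between 0.3 and a set limit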;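 also: plate controls were Siah plus tracer with DMSO for no effect and tracer alone without Siah for full effect; strong numbers were not always called active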
Myeloid diff MLP = induction of myeloid progenitor differentiation, primary screen, cell-based, flow cytometry, MLPCN library; ER-HoxA9 myeloid progenitors, lysozyme-GFP differentiation; 1% of 360,000 active; calls only at 10 µM;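 active = normalized GFP-positive differentiation at or above the plate's own cutoff, the solvent-only control mean plus 3 SD; inconclusive = no clear call, values can overlap the other calls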;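 also: cells exposed to compound for four days before flow analysis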
Lipid droplet cells 6.5 µM = also measured in Lipid droplet; calls as there; cell count; measured here: cell count, cytotoxicity flag;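 cells counted across two imaged fields per well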
NS5 inhibitors pilot replicate = recorded beside NS5 inhibitors, whose call it bears; inhibition, %; measured here: pilot screen replicate inhibition
Myeloid diff MLP GFP+ MAC1+ % = second read-out of Myeloid diff MLP, no call of its own (marks repeat the call); GFP+ MAC1+ double positive, %; measured here: differentiation confirmed by MAC1 staining
The depositor's hits bear a star; i = inactive; ? = inconclusive; . = not tested or not shown. Rule as the data show it, unless noted: active = inhibition above about 50%; inactive = the rest. This is a subset. The share of hits here may be higher or lower than overall.

SMILES | NS5 inhibitors | HEK293 NOD2/NF-kB | XIAP antagonists | LYP inhibition | HIV fusion peptide | Lipid droplet | Lipid droplet cells 6.5 µM | AID2073 | Siah-1 displacement | Myeloid diff MLP | Myeloid diff MLP GFP+ MAC1+ % | others
Cc1cc(Cl)c2oc(C(=O)N3CCC(O)(c4ccccc4)CC3)c(C)c2c1 | -2% | 0% | . | -3% | 1.0% | -13 | 830 | -4% | 0% | i | 0.4 | NS5 inhibitors pilot replicate=-2.7
N#Cc1ccc(Oc2ccc(C(N)=O)cc2)cc1C#N | -7% | 4% | -3.8% | -5% | 0.2% | 5 | 773 | 15% | 2% | i | 0.5
Cc1ccc(-c2nc(-c3ccncc3)no2)cc1 | -4% | -115% | . | -5% | 0.2% | 33 | 697 | -3% | 6% | i | 0.4
COc1ccccc1NC(=O)CSc1nnc(-c2ccoc2C)n1CCc1ccccc1 | 0% | 6% | -2.4% | -2% | -3.0% | . | . | -8% | -4% | i | 0.4
CC(CCc1ccccc1)NC(=O)COC(=O)c1cccc2ccccc12 (centres undefined) | -5% | -6% | -8.4% | -1% | -1.8% | 13 | 660 | -1% | 7% | i | 0.9
COc1ccccc1NC(=O)OCC#CCOC(=O)Nc1ccccc1OC | -3% | 11% | . | -4% | -0.3% | 27 | 853 | 19% | -5% | i | 0.1
COc1ccc(Cc2nnc(SCC(=O)Nc3ccc(C)c(C)c3)o2)cc1OC | 0% | 16% | . | -10% | 1.4% | 25 | 851 | 19% | 4% | i | 0.7
COc1cccc(-c2cc(N3C(=O)Nc4ccccc4N3O)n[nH]2)c1 | -3% | 13% | -11% | -7% | 0.7% | 20 | 688 | 2% | 5% | i | 0.3
COc1ccc2cc(S(=O)(=O)NCc3cccnc3)ccc2c1 | -6% | 24% | . | -10% | 0.3% | -10 | 837 | 0% | -1% | i | 0.2
C[C@H](NC(=O)c1nc[nH]c1C(=O)N1CCc2ccccc2C1)C(=O)OC(C)(C)C | 0% | 2% | . | -8% | -2.3% | -36 | 712 | 4% | -5% | i | 1.3

The list goes on; the last seven above are carried over.
SMILES | NS5 inhibitors | HEK293 NOD2/NF-kB | XIAP antagonists | LYP inhibition | HIV fusion peptide | Lipid droplet | Lipid droplet cells 6.5 µM | AID2073 | Siah-1 displacement | Myeloid diff MLP | Myeloid diff MLP GFP+ MAC1+ % | others
COc1ccccc1NC(=O)CSc1nnc(-c2ccoc2C)n1CCc1ccccc1 | 0% | 6% | -2.4% | -2% | -3.0% | . | . | -8% | -4% | i | 0.4
CC(CCc1ccccc1)NC(=O)COC(=O)c1cccc2ccccc12 (centres undefined) | -5% | -6% | -8.4% | -1% | -1.8% | 13 | 660 | -1% | 7% | i | 0.9
COc1ccccc1NC(=O)OCC#CCOC(=O)Nc1ccccc1OC | -3% | 11% | . | -4% | -0.3% | 27 | 853 | 19% | -5% | i | 0.1
COc1ccc(Cc2nnc(SCC(=O)Nc3ccc(C)c(C)c3)o2)cc1OC | 0% | 16% | . | -10% | 1.4% | 25 | 851 | 19% | 4% | i | 0.7
COc1cccc(-c2cc(N3C(=O)Nc4ccccc4N3O)n[nH]2)c1 | -3% | 13% | -11% | -7% | 0.7% | 20 | 688 | 2% | 5% | i | 0.3
COc1ccc2cc(S(=O)(=O)NCc3cccnc3)ccc2c1 | -6% | 24% | . | -10% | 0.3% | -10 | 837 | 0% | -1% | i | 0.2
C[C@H](NC(=O)c1nc[nH]c1C(=O)N1CCc2ccccc2C1)C(=O)OC(C)(C)C | 0% | 2% | . | -8% | -2.3% | -36 | 712 | 4% | -5% | i | 1.3
O=C(Cn1c2ccc(F)cc2c2nc3n(c(=O)c21)CCS3)Nc1ccc(Cl)cc1F | -4% | -14% | -12% | -5% | 2.8% | 4 | 659 | ? | -2% | i | 1.9
O=C(N/N=C/c1sc(=O)n(-c2ccccc2)c1Cl)c1ccccc1 | -68% | -57% | -2.0% | 3% | 7.8% | -2 | 579 | -15% | 6% | i | 0.2
CN(C)CCCCCNCCCNC(=O)/C=N\O | 0% | 3% | -3.5% | -4% | 0.3% | . | . | -1% | -3% | i | 6.8
COc1cc(CNc2nnnn2C)ccc1OCc1c(F)cccc1Cl | -1% | 3% | -4.8% | -7% | 1.8% | 16 | 693 | -9% | -4% | i | 0.1
Cc1ccc(S(=O)(=O)NCc2csc(C)n2)cc1 | -7% | -30% | . | 0% | -0.3% | -10 | 854 | -5% | -3% | i | 0.9
CCc1cccc(C)c1NC(=O)Nc1c(Br)cnn1C | 6% | 0% | . | -7% | -0.7% | 9 | 648 | 9% | 2% | i | 0.5
COCCCNC(=S)N1CCN(Cc2ccc3c(c2)OCO3)CC1 | -9% | -23% | -4.4% | -6% | 1.0% | 7 | 715 | -8% | 1% | i | 0.4
O=c1ccn(-c2cccc(C(F)(F)F)c2)nc1-c1ccn(-c2ccccc2)n1 | -10% | 8% | -3.7% | 3% | -1.8% | -9 | 669 | 13% | -2% | . | .
CN(C)CC/C=C1\c2ccccc2COc2ccccc21 | -7% | -6% | -7.1% | -7% | -0.9% | 1 | 749 | 7% | 7% | i | 2.6
O=C(NCC1CCCO1)c1ccc(CS(=O)(=O)Cc2ccc(F)cc2)o1 (centres undefined) | -1% | 10% | -2.6% | -10% | -0.7% | . | . | -3% | -3% | i | 1.9

The list goes on, overlapping the part above by 2 compounds.
SMILES | NS5 inhibitors | HEK293 NOD2/NF-kB | XIAP antagonists | LYP inhibition | HIV fusion peptide | Lipid droplet | Lipid droplet cells 6.5 µM | AID2073 | Siah-1 displacement | Myeloid diff MLP | Myeloid diff MLP GFP+ MAC1+ % | others
CN(C)CC/C=C1\c2ccccc2COc2ccccc21 | -7% | -6% | -7.1% | -7% | -0.9% | 1 | 749 | 7% | 7% | i | 2.6
O=C(NCC1CCCO1)c1ccc(CS(=O)(=O)Cc2ccc(F)cc2)o1 (centres undefined) | -1% | 10% | -2.6% | -10% | -0.7% | . | . | -3% | -3% | i | 1.9
Fc1ccc(-c2c[nH]c(=S)n2Cc2ccccc2)cc1 | 7% | -20% | -8.7% | -26% | -2.0% | 24 | 783 | 30% | -12% | i | 1.3
O=C(Nc1c2c(nn1-c1ccc(F)cc1)CSC2)c1ccc(S(=O)(=O)N2CCOCC2)cc1 | 4% | -4% | -3.6% | 4% | 12% | 21 | 688 | 20% | 4% | i | 0.7
Cc1noc(C)c1CSCC(=O)OCC(=O)Nc1sccc1C#N | -5% | 8% | -2.3% | -1% | -1.3% | . | . | 0% | -3% | i | 0.8
Cc1nn(C)c(Oc2cccc(Cl)c2)c1C(=O)Nc1ccc(F)cc1F | -1% | 28% | -6.8% | -7% | 1.3% | . | . | 6% | 8% | i | 0.7
